Compound activity deposited in PubChem BioAssay by The Scripps Research Institute Molecular Screening Center.
GSTO1 counter: GSTO1 inhibition, counter-screen for RBBP9 inhibitors | inhibition, % at 5.96 µM | recombinant GSTO1, activity-based probe fluorescence polarization | 1.1% of 300,000 active | AID 1974;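 active means inhibition above the campaign mean inhibition plus 3 SD, cut at about 35% in these data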;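 further: 0% = GSTO1-1 with DMSO and 100% = wells lacking GSTO1-1 enzyme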
Target sequence (P78417 whole entry, looked up): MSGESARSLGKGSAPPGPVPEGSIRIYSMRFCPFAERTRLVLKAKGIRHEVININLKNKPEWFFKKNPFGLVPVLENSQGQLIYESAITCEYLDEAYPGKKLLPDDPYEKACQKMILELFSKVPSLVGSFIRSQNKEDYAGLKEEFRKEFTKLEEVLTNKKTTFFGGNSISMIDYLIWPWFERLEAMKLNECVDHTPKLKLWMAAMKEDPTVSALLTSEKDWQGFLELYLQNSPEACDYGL
PAFAH1B2 inh: inhibitors of human PAFAH1B2. P68402. recombinant PAFAH1B2, FP-rhodamine activity probe, fluorescence polarization. inhibition, % at 3.39 µM. 1.2% of 340,000 active;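 active means inhibition above the mean of all tested compounds plus 3 SD, cut at about 24% in these data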;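 further: 0% = enzyme with DMSO and 100% = wells lacking PAFAH1B2; many of its hits are not listed in these tables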
LYPLA1 counter: counter-screen for PME1 inhibitors: inhibitors of human LYPLA1; AID 2174; 0.16% of 320,000 active; inhibition, % at 5.9 µM; O75608; recombinant LYPLA1, FP-Rh probe fluorescence polarization;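 active means inhibition above the mean of all tested compounds plus 3 SD, set per campaign, cut at about 14% in these data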;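 further: inhibitors block serine hydrolase probe labeling of LYPLA1 so polarization falls; 0% = enzyme with DMSO and 100% = wells lacking LYPLA1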
LYPLA2 inh: blocks human lysophospholipase 2, a PME1 counter-screen | recombinant LYPLA2, FP-Rh probe fluorescence polarization | inhibition, % at 5.9 µM | O95372 | 0.38% of 320,000 active | AID 2177;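 active means inhibition above the screen-wide mean plus 3 SD, limit set per campaign, cut at about 26% in these data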;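 further: 0% = LYPLA2 with DMSO and 100% = wells lacking LYPLA2 enzyme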
Target sequence (O95372 whole entry, looked up): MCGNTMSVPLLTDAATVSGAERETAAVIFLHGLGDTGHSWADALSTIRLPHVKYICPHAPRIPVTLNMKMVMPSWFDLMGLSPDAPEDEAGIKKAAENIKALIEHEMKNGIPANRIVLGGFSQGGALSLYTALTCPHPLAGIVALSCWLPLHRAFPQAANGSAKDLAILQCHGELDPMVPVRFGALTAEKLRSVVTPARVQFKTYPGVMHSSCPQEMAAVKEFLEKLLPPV
PME-1 inh: blocks human protein phosphatase methylesterase 1; Q9Y570; 0.53% of 320,000 active; AID 2130; inhibition, % at 5.9 µM; recombinant PME-1, FP-Rh probe fluorescence polarization;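 active means inhibition above the campaign mean of all compounds plus 3 SD, cut at about 26% in these data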;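 further: competitive labeling of PME-1 active site by serine hydrolase directed probe; 0% = PME-1 with DMSO and 100% = wells lacking PME-1 enzyme; inhibitors block probe labeling so polarization falls and inhibition rises; many of its hits are not listed in these tables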
PAD4 FP inh: PAD4 (human) enzyme inhibition | Q9UM07 | AID 485272 | inhibition, % at 6.36 µM | 0.41% of 330,000 active | recombinant PAD4, RCA probe fluorescence polarization;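 active means percent inhibition above a cutoff equal to the mean of all tested compounds plus 3 SD, cut at about 15% in these data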;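 further: 0% = PAD4 with RCA probe and DMSO and 100% = probe without PAD4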
PAFAH1B3 inh: PAFAH1B3 (human) inhibition; 0.28% of 340,000 active; recombinant PAFAH1B3, FP-rhodamine probe, fluorescence polarization; inhibition, % at 3.39 µM; Q15102;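 active means inhibition above the screen-wide average of all tested compounds plus 3 SD, cut at about 25% in these data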;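 further: 0% = enzyme with DMSO only and 100% = wells lacking PAFAH1B3 protein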
pPAFAH FP inh: inhibitors of human plasma PAF acetylhydrolase (pPAFAH) | recombinant pPAFAH, FP-rhodamine probe fluorescence polarization | inhibition, % at 3.39 µM | AID 463082 | 1.5% of 330,000 active;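 active means inhibition above the mean inhibition across the screen plus 3 SD, cut at about 25% in these data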;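 further: inhibitors block binding of the rhodamine activity-based probe so polarization drops; 0% = enzyme with DMSO and 100% = wells lacking pPAFAH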
Target sequence (Q13093 whole entry, looked up): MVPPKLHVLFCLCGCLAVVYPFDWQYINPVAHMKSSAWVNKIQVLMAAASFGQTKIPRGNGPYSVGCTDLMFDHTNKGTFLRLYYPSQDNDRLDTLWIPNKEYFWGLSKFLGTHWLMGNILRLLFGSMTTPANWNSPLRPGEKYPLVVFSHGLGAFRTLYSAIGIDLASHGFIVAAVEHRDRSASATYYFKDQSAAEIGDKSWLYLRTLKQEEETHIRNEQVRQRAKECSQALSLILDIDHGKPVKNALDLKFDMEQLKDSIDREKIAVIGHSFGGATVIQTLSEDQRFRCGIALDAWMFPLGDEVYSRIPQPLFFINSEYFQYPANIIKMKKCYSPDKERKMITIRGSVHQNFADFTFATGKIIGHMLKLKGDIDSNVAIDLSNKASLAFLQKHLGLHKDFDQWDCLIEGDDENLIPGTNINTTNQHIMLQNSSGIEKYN
PAFAH2 inh: PAFAH2 (human) inhibition. Q99487. recombinant PAFAH2, FP-rhodamine activity probe, fluorescence polarization. inhibition, % at 3.39 µM. 0.99% of 340,000 active. AID 492956;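 active means inhibition above the mean over all tested compounds plus 3 SD, cut at about 30% in these data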;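 further: inhibitors block probe labeling of enzyme so polarization drops; 0% = enzyme with DMSO and 100% = wells lacking PAFAH2 protein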
The depositor's hits bear a star; . = no result given. Not all compounds are listed, so the mix of outcomes need not match the whole.

SMILES	GSTO1 counter	PAFAH1B2 inh	LYPLA1 counter	LYPLA2 inh	PME-1 inh	PAD4 FP inh	PAFAH1B3 inh	pPAFAH FP inh	PAFAH2 inh
CN(C[C@H](CC1CCCCC1)N(C[C@H](Cc1ccccc1)N(CCc1ccccc1)N=O)N=O)N=O	3	8	0	-8	-1	-5	-6	5	-5
CCOC(=O)CCNC(=O)N1CCCC(CNS(=O)(=O)Cc2ccccc2)C1 (configuration not stated)	13	6	7	2	-5	-2	8	4	3
Cc1cc(=O)[nH]c2c(C)c(Cl)ccc12	2	.	3	3	3	4	.	3	.
CC(C)(C)OC(=O)N1Cc2ccccc2C[C@H]1C(=O)NCC(=O)Nc1ccc2c(c1)OCCO2	2	5	2	1	1	-7	2	9	-1
COc1cc(CC(NC(C)=O)C(=O)NC2CCN(c3nc(C)cc(C)c3C#N)CC2)cc(OC)c1 (configuration not stated)	1	3	-1	3	-1	1	-4	6	1
CC(Oc1ccc2c(-c3ccccc3)cc(=O)oc2c1)C(=O)NCCCn1ccnc1 (configuration not stated)	1	2	2	-4	7	-2	-1	9	-1
CSCCC(NC(=O)c1ccc(Cl)cc1Cl)C(=O)NCc1ccccn1 (configuration not stated)	0	5	3	-3	1	2	1	5	-3
CC1(C)Cc2c(sc(NC(=O)C(=O)N3CCOCC3)c2C#N)CO1	2	5	2	5	-1	-4	8	5	1
COc1ccc(C(c2sc3nc(C)nn3c2O)N2CCN(CCO)CC2)cc1OC (configuration not stated)	9	3	0	4	-7	1	8	-1	-5
COc1ccc(CN2CCN(C(=O)CC(C)C)CC2)cc1Br	4	-1	1	0	4	2	0	0	0
Cc1cc(N/N=C/c2ccc(O)cc2)nc(NS(=O)(=O)c2ccccc2)n1	-2	-1	2	7	16	-7	7	14	5
CC1CCN(Cc2nnnn2CCCC(=O)NC(c2ccccn2)C(F)(F)F)CC1 (configuration not stated)	3	6	-1	2	1	-1	3	0	1
C=C(C)Cn1c(NCCOC)nc2c1c(=O)[nH]c(=O)n2C	2	7	-2	2	2	-5	-2	3	-1
CCOC(=O)N1CCN(c2c(NCCN3CCCCC3CC)c(=O)c2=O)CC1 (configuration not stated)	3	2	-1	3	2	-3	3	6	-5
CCOC(=O)C1CCCN(C(=O)c2cn(-c3ccccc3)nc2-c2cccnc2)C1 (configuration not stated)	-5	4	2	2	-2	3	-5	2	4
O=C(CCc1ccccc1)Nc1ncc([N+](=O)[O-])s1	-9	7	2	12	-5	2	-7	-2	12
COc1cc2c(cc1OC)CN(C(=O)CSc1n[nH]c(N)n1)CC2	6	0	4	3	-6	3	0	6	-16
Cc1[nH]n(-c2ccccc2)c(=O)c1C=Nc1cccc(F)c1	13	7	0	-4	-7	-12	6	-5	4
CCOc1ccc(S(=O)(=O)N(C)CC(=O)NC2CC2)cc1	-1	3	-3	-2	6	3	5	5	0
O=C(/C=C/c1ccc([N+](=O)[O-])cc1)NNC(=O)C1CC1	4	4	-2	-8	-5	-1	8	-7	3
COc1cc(NS(=O)(=O)c2ccc(N)cc2)nc(OC)n1	2	1	3	7	-1	-7	6	-1	-7
COc1cccc(CN(CC2CCCO2)C(=O)c2cc3ccccc3oc2=O)c1 (configuration not stated)	10	-3	-2	-1	6	-2	4	5	-3
CN(Cc1cccnc1)Cc1c(C(=O)N2CCc3ccccc3C2)nc2ccc(Cl)cn12	2	6	-3	6	-6	-1	2	3	0
CCOc1ccc(NC(=O)CN(C)C(=O)c2cc(-c3cccs3)nn2-c2ccccc2)cc1OCC	3	-2	0	-2	2	2	7	2	2
COc1ccc(NC2CCCN(C(=O)c3csc(C(C)C)n3)C2)cc1OC (configuration not stated)	1	-3	0	-1	-1	-6	2	6	7
SMILES	GSTO1 counter	PAFAH1B2 inh	LYPLA1 counter	LYPLA2 inh	PME-1 inh	PAD4 FP inh	PAFAH1B3 inh	pPAFAH FP inh	PAFAH2 inh
CC(C)CC(NS(=O)(=O)c1ccc2c(c1)oc(=O)n2C)C(=O)N1CC=C(c2ccccc2)CC1 (configuration not stated)	-1	6	-3	1	6	-2	6	4	0
CN(C)c1ccc(-c2noc(C3CCN(C(=O)Nc4ccc(Cl)cc4)CC3)n2)cc1	3	3	3	7	5	-1	1	-1	-4
CCCCCCCCCCCCCC(=O)O	.	35*	2	9	-4	0	14	2	12
O=C(Nc1ccccc1)c1sc(N2CCOCC2)nc1-c1ccccc1	5	4	2	4	3	-1	8	-1	2
CCOc1ccccc1-c1nc(CN2CCCN(C(=O)c3ccco3)CC2)c(C)o1	0	5	-1	4	4	0	8	1	0
COc1ccc(NC(=O)CN(C)C(=O)c2n[nH]c3ccccc23)cc1	8	6	-1	6	4	-3	1	-2	-2
CC(=O)Oc1cccc(N2C(=O)c3ccc(C(=O)O)cc3C2=O)c1	7	2	5	5	-4	-5	7	4	5
O=C(Nc1ccc2c(c1)CCC2)c1c(F)cccc1Cl	-4	-2	-1	3	-1	-3	-1	3	-13
Cc1cccc(NC(=S)N(C)C2CCCCC2)c1	-3	1	4	0	2	1	9	-1	-3
O=C(Cn1cc(C(F)(F)F)ccc1=O)N/N=C/c1ccc(O)cc1	0	3	0	8	-4	1	11	-2	6
O=c1[nH]c2ccc(NS(=O)(=O)c3ccc([N+](=O)[O-])cc3)cc2[nH]1	2	7	-3	1	-5	-1	9	2	4
COc1cc(C2C(C#N)=C(N)N(c3ccc(F)cc3)C3=C2S(=O)(=O)CC3)ccc1O (configuration not stated)	-5	5	1	-2	-2	-20	5	10	4
CC1CCc2nn(CC(=O)NCCCN3CCOCC3)cc2C1 (configuration not stated)	8	7	2	-2	-4	-2	1	4	13
N#CC1=C(N)SC(N)=C(C#N)C1c1ccnc2ccccc12	-5	-4	-8	-12	-8	-5	-14	1	-5
O=C(CSc1nnc(COc2ccc(Cl)cc2)o1)N1CCCCC1	1	20	3	7	5	-4	18	6	7
CCN(CCCNC(=O)C1CCN(S(=O)(=O)c2cccc3nonc23)CC1)Cc1ccccc1	-1	4	2	1	-2	-2	-5	0	1
Cc1cccc(Nc2nc(-c3c(C)nc4ccccn34)cs2)c1	9	2	1	12	7	-1	14	30*	1
COC(=O)C1CCN(c2cc(=O)n(Cc3ccc(F)cc3)c(=O)[nH]2)CC1	-21	3	-1	3	2	-3	5	2	3
CCN(c1ccccc1)S(=O)(=O)c1ccc(NC(=O)c2nc(S(C)(=O)=O)ncc2Cl)cc1	-47	1	-12	-5	17	-2	-28	-4	-16
COc1ccc(CCN=C(N)NS(=O)(=O)c2ccc(F)cc2)cc1OC	-2	9	5	3	0	1	8	6	7
Clc1ccccc1OCCCCN1CCCCC1	-1	2	3	1	-1	-6	-1	0	-2
O=C1OC(/C(=C\Nc2ccc(F)cc2F)[N+](=O)[O-])c2ccccc21 (configuration not stated)	18	1	-1	-7	-2	6	-2	-3	7
O=C(CSc1ccc(Cl)cc1)c1ccco1	37*	21	-2	7	2	0	0	29*	19
CC(C)C1Nc2ccc(C(=O)N3CCN(c4ccccn4)CC3)cc2NC1=O (configuration not stated)	0	3	0	-4	4	-2	6	2	6
CN(C)C(=O)c1ccc(NC(=O)COC(=O)c2cc(S(=O)(=O)N(C)C)ccc2N2CCCC2)cc1	-2	5	-1	-4	3	0	7	-1	5
SMILES	GSTO1 counter	PAFAH1B2 inh	LYPLA1 counter	LYPLA2 inh	PME-1 inh	PAD4 FP inh	PAFAH1B3 inh	pPAFAH FP inh	PAFAH2 inh
O=C(Cc1cccs1)N(Cc1ccco1)C1(C(=O)NC2CCCC2)CCCCC1	-4	11	0	3	-1	4	9	-2	-1
CCOC(=O)C1CCCN(S(=O)(=O)c2cc3[nH]c(=O)c(=O)[nH]c3cc2C)C1 (configuration not stated)	5	26*	0	3	-9	-5	4	7	1
C/C(=N\Nc1ccc(C(=O)O)cc1)c1ccc(S(=O)(=O)NCc2ccco2)cc1	-54	2	2	-2	7	-11	5	10	0
CCN(CC)CCNC(=O)C1CCN(S(=O)(=O)N2CCCCC2)CC1	1	5	-4	-4	-4	-6	9	1	-4
Cc1ccc(OCC(=O)O/N=C(\N)Cc2cccs2)cc1C	8	5	-4	-2	3	2	-5	17	8
Cc1cccc2c1-c1sc(C(=O)Nc3cccnc3)cc1CO2	-10	-3	-16	-19	-41	-1	2	-4	-12
CCc1ccc2c(CN(C)Cc3ccccc3OC)cc(=O)oc2c1	-2	4	-1	1	2	-1	7	5	4
COc1cccc(-c2noc(CCCC(=O)NC3CCCC3)n2)c1	-2	2	2	5	-6	3	-2	3	0
Cn1c(CCN2CCOCC2)nc2cc(NC(=O)COc3ccc(Cl)cc3)ccc21	2	4	-2	1	0	-2	-5	1	-4
COc1ccccc1N1CCN(C(=O)Nc2ccc([N+](=O)[O-])cc2)CC1	-1	-2	-3	0	3	5	10	0	2
O=C(Nc1cccnc1)c1ccccc1-c1ccccc1	8	-1	3	8	-4	-3	3	7	3
CCOc1cc(C(=O)N2CCCN(C)CC2)cc(OCC)c1OCC	-23	2	1	1	-3	0	-3	7	-1
CC(=O)Nc1cc(-c2ccc(Cl)cc2)nn1-c1ccccc1	4	4	1	2	3	0	3	5	5
Cc1ccc(-n2c(C)cc(C(=O)CN3CCOCC3)c2C)cc1	3	2	3	1	-3	3	12	14	4
CC1(c2ccc(Cl)cc2Cl)NC(=O)N(CC(=O)N2CCN(C(=O)c3ccco3)CC2)C1=O (configuration not stated)	.	-1	-2	-5	-2	-4	8	-2	-4
CC(CCc1ccccc1)NC(=O)C1CCN(C(=O)c2sccc2-n2cccc2)CC1 (configuration not stated)	2	8	1	1	6	-1	4	0	-7
COc1ccc(C(=O)N2CCCCC2)cc1S(=O)(=O)Nc1cccc(C(=O)O)c1	0	0	1	3	1	-1	2	0	-3
CCOC(=O)C1CCCN(C(=O)CCCOc2cc(=O)n(C)c3ccccc23)C1 (configuration not stated)	-15	0	5	5	-8	-5	5	3	-1
Nc1cc(N)nc(SCC(=O)N2CCCCC2)n1	4	5	2	1	4	5	-2	0	-5
Cc1cc(=O)c(C(=O)Nc2cccc(N3CCCC3=O)c2)nn1-c1ccccc1Cl	.	5	2	3	2	-2	-3	-10	9
O=C(Nc1ccccc1)/C(=C/c1ccccc1)NC(=O)c1ccco1	2	1	2	0	0	0	16	-2	-3
N#C/C(=C(/O)CN1CCOCC1)c1nc(-c2ccccc2)cs1	10	-2	-3	-1	-2	0	0	7	3
N#Cc1cc2c(nc1SCc1nc3ccccc3[nH]1)CCC2	3	.	-2	-8	13	2	.	15	.
CCc1noc(C)c1C(=O)OCC(=O)Nc1ccc2c(c1)OCO2	.	3	.	.	.	-2	10	-2	19
O=C(NNC(=O)c1cccc([N+](=O)[O-])c1)c1ccncc1	-4	9	-2	0	0	-2	7	2	1
CCN(CC(=O)Nc1ccc2c(c1)OCCO2)S(=O)(=O)c1ccc(C)cc1	-2	1	0	0	-2	-4	8	1	5
CN(C)S(=O)(=O)c1cccc(NC(=S)N/N=C/c2cc(Br)ccc2O)c1	-55	9	-16	-15	38*	0	20	20	34*
O=C(c1cc(F)c(F)cc1Cl)N1CCOCC1	-2	-2	1	-3	-2	4	-1	3	0

Of the compounds above, these contain a CF3 group.
SMILES	GSTO1 counter	PAFAH1B2 inh	LYPLA1 counter	LYPLA2 inh	PME-1 inh	PAD4 FP inh	PAFAH1B3 inh	pPAFAH FP inh	PAFAH2 inh
CC1CCN(Cc2nnnn2CCCC(=O)NC(c2ccccn2)C(F)(F)F)CC1 (configuration not stated)	3	6	-1	2	1	-1	3	0	1
O=C(Cn1cc(C(F)(F)F)ccc1=O)N/N=C/c1ccc(O)cc1	0	3	0	8	-4	1	11	-2	6
